High-throughput results (PubChem BioAssay)
UHRF1 MBD2 ctr = UHRF1 methylated DNA binding inhibitors, primary screen, counter-screen for MBD2 inhibitor project, biochemical, TR-FRET, human UHRF1, single concentration; inhibition, % at 4.4 µM; E3 ubiquitin-protein ligase UHRF1 (Homo sapiens), Q96T88; UHRF1 binding to methylated oligo; 370,000 tested, 0.75% active; AID 687016, 2013; in the data active = inhibition above about 21%;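 also: UHRF1 SRA domain binding a hemimethylated CpG hairpin DNA probe; 0% = median of test compound wells and 100% = reference inhibitor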
Target sequence (Q96T88 whole entry, looked up, the tested form may be a part): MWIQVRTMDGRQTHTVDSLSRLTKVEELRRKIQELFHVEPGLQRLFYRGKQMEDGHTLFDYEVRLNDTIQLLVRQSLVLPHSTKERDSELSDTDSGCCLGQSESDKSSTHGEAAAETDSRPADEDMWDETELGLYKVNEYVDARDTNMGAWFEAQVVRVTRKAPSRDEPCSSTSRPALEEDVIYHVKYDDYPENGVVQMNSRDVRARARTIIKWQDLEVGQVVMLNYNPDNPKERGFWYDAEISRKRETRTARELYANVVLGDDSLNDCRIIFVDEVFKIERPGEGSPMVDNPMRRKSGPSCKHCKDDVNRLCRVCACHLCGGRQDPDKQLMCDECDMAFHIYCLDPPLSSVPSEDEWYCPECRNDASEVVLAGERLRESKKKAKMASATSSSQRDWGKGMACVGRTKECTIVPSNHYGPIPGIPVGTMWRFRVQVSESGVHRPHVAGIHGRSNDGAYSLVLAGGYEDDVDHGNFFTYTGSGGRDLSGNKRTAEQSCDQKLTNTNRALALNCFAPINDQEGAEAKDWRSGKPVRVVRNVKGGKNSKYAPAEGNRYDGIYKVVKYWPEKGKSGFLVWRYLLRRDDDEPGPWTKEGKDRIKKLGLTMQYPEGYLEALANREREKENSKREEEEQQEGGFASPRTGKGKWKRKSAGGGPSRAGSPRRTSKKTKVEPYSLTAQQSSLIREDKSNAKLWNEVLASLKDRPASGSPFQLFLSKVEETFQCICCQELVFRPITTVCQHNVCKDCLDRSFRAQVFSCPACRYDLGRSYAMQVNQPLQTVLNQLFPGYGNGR
ADAM17 inh = ADAM17 inhibitors, primary screen, biochemical, QFRET | Disintegrin and metalloproteinase domain-containing protein 17 (Homo sapiens), P78536 | recombinant ADAM17, EDANS/DABCYL FRET peptide cleavage | inhibition, % at 6.95 µM | 370,000 tested, 0.83% active | AID 720648, 2013;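 active = inhibition above the mean of compounds lying between control limits plus 3 SD, set per campaign, cut at about 8.5% in these data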;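 also: 0% = DMSO-only wells as the low control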
PLCg1 inh = PLC-gamma1 enzyme inhibitors, primary screen, biochemical, fluorescence, purified enzyme; 370,000 tested, 0.84% active; fluorogenic substrate; inhibition, % at 12.2 µM; AID 720700, 2013; 1-phosphatidylinositol 4,5-bisphosphate phosphodiesterase gamma-1 (Homo sapiens), P19174; in the data active = inhibition above about 9.5%
DDE Tn7 FP inh = inhibitors of Tn7 peptide binding to fibrin DD(E), primary screen, biochemical, fluorescence polarization, human fibrin, Tn7 probe. Fibrinogen beta chain (Homo sapiens), P02675. FP displacement of FITC-Tn7 peptide from fibrin DD(E); 0% = median of compound wells per plate. inhibition, % at 8.3 µM. 370,000 tested, 0.13% active. AID 720508, 2013;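 active = inhibition above the mean of compounds falling within the control limits plus 3 SD of them, cut at about 14% in these data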;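 also: 0% = plate median of compound wells and 100% = 10 µM Aha-Tn7 peptide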
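Assay system: human fibrin DD(E) protein / Input: 2 µM fibrin DD(E) / Benchmarks: high control of 10 µM Aha-Tn7 peptide / Measured by: fluorescence polarization of the labelled Tn7 tracer / Medium: Tris buffer with calcium and detergent, pH 7.8 / Timing: 10 min compound pre-incubation, 3 h probe incubation at room temperature / Repeats: one replicate per compound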
PLCb3 inh = human PLC-beta3 inhibitors, primary screen, biochemical, fluorescence. Purified PLC-beta3, fluorogenic substrate. inhibition, % at 12.2 µM. 370,000 tested, 0.18% active; in the data active = inhibition above about 11%;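 also: 0% = median of compound wells on plate and 100% = full blocker control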
MBD2 DNA inh = inhibitors of MBD2 binding to methylated DNA, primary screen, biochemical, TR-FRET, DNA-binding domain, human; Methyl-CpG-binding domain protein 2 (Homo sapiens), Q9UBB5; MBD2 binding to methylated oligonucleotide; inhibition, % at 4.4 µM; 370,000 tested, 0.31% active; in the data active = inhibition above about 13%
ARFGAP1 inh = inhibitors of rat ARFGAP1 GAP activity, primary screen, biochemical, fluorescence polarization, GDP tracer | Arfgap1-stimulated ARF1 GTP hydrolysis, GDP FP detection | inhibition, % at 16.5 µM | AID 651572, 2012 | 360,000 tested, 0.26% active;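 active = inhibition above a per-plate limit, mean inhibition of low control wells plus 3 SD, cut at about 25% in these data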;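 also: 0% = DMSO wells with enzyme and 100% = wells lacking Arfgap1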
Target sequence (Q62848 1-136 limits assumed): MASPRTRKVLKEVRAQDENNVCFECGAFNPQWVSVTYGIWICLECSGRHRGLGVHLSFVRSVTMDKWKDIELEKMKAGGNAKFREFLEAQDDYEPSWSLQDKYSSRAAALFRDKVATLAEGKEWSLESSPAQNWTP
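Repeats: one replicate per compound; assay system: rat Arfgap1 catalytic domain, aa 1-136; times: enzyme reaction 120 min at 25 °C after 20 min preincubation; detection: FP of antibody-bound GDP Alexa 633 tracer, ex 620/em 688 nm; benchmarks: high control wells lacking Arfgap1, low control full reaction with DMSO; reagent: human ARF1(Δ1-17)-GTP substrate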
ASAP1 GAP inh = inhibitors of human ASAP1 ArfGAP activity, primary screen, biochemical, fluorescence polarization | Arf-GAP with SH3 domain, ANK repeat and PH domain-containing protein 1 (Homo sapiens), … | ASAP1-stimulated ARF1 GTP hydrolysis, GDP FP detection | inhibition, % at 16.5 µM | 360,000 tested, 0.19% active | AID 624377, 2012; in the data active = inhibition above about 25%;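 also: 0% = vehicle with enzyme and substrate and 100% = no enzyme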
proKLK7 act = proKLK7 zymogen activators, primary screen, biochemical, fluorescence intensity | Kallikrein-7 (Homo sapiens), P49862 | purified proKLK7, EDANS-DABCYL substrate fluorescence; 100% is mature enzyme control, 0% vehicle | 370,000 tested, 0.9% active | activation, % at 7 µM;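 active = activation above the mean of all tested compounds plus 3 SD, computed per campaign excluding outliers beyond control limits, cut at about 13% in these data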
Tn6 DDE FP = inhibitors of Tn6 peptide binding to fibrin DD(E), primary screen, biochemical, fluorescence polarization, human fibrin, Tn6 probe; inhibition, % at 8.3 µM; Fibrinogen beta chain (Homo sapiens), P02675; 370,000 tested, 0.21% active; Fibrin DD(E) TRITC-Tn6 fluorescence polarization displacement;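 active = inhibition above a per-campaign cutoff: mean of compounds within control limits plus 3 SD, cut at about 15% in these data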;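 also: 0% = median of all compound wells on the plate and 100% = blocking peptide control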
* marks the source's active call; other numbers are inactive results; / = no result given.

Results follow in this order: MBD2 DNA inh	ARFGAP1 inh	UHRF1 MBD2 ctr	ADAM17 inh	ASAP1 GAP inh	PLCg1 inh	proKLK7 act	PLCb3 inh	Tn6 DDE FP	DDE Tn7 FP inh
COCCNS(=O)(=O)c1ccc(Cl)c(C(=O)NC2CCN(Cc3ccccc3)CC2)c1
    3	-4	3	-5	-6	-1	-0.8	-10	-7	-2
CCOc1ccc(NC(=O)c2ccc(NS(=O)(=O)c3cccs3)cc2)cc1
    -1	14	0	0	5	-1	0.1	-5	-5	-3
O=C(c1cc2ccccc2o1)N1CCN(S(=O)(=O)c2ccc(Cl)s2)CC1
    1	-5	-1	-6	10	-7	-0.4	-10	-4	-3
CC(C(=O)Nc1ccccc1C(=O)N1CCOCC1)N(c1ccc(Cl)cc1)S(C)(=O)=O (stereo unspecified)
    2	4	-1	-2	-1	-2	-0.2	5	-2	4
COc1ccc(C(=O)N/N=C(\C)CC(=O)NC2CCCCC2)c(OC)c1
    4	10	-4	-4	-5	-6	0.6	-5	-1	5
CC(C)(C)C(=O)[C@H]1[C@H](c2ccccc2)[C@@]2(N=C(c3ccccc3)OC2=O)C2c3ccccc3C=NN21 (stereo partly specified)
    3	-2	-2	-1	9	-25	-1.1	-29	0	-1
C=CCOc1ccc(Br)cc1CNC(C)(C)C
    -4	-5	4	-2	-13	-2	-0.4	-1	-2	4
CC(Cc1ccccc1)NC(=O)CC(c1ccccc1)c1ccccc1O (stereo unspecified)
    4	-3	-2	1	-6	1	0.0	-2	-4	-3
Cc1cc(F)c(F)c(C(=O)N2CCCCC2C)c1Cl (stereo unspecified)
    3	9	3	2	-3	4	-0.7	-4	6	-7
COc1ccccc1N1C(=O)CCC1(C#N)c1ccccc1 (stereo unspecified)
    1	-1	1	-1	-6	2	-0.3	3	0	-7
CN1CCN(C(=S)Nc2cccc(C(F)(F)F)c2)CC1
    -5	1	0	-2	9	-2	-0.3	0	3	3
CC(C)NS(=O)(=O)c1ccc(OCC(=O)N2CCCC2)c(Cl)c1
    24*	-7	-1	-4	-4	-1	0.0	3	-2	7
Cc1ccc(-c2cn(-c3ccccc3)c(SCC(N)=O)n2)cc1C
    6	9	6	2	5	2	0.0	1	3	5
COc1cccc(Oc2ccc(C(F)(F)F)cc2NC(=O)CCc2nc3ccccc3c(=O)[nH]2)c1
    -1	14	0	3	7	-6	0.3	-14	-3	-6
Cc1ccc(C)c(NC(=O)CCc2c(C)nn(-c3ccc(N4CCCCC4)nn3)c2C)c1
    -11	9	-5	1	-1	-5	0.5	-7	2	10
CCN(CC(=O)NC1CCS(=O)(=O)C1)S(=O)(=O)c1ccc2ccccc2c1 (stereo unspecified)
    -5	-3	2	-5	2	2	-0.1	-1	3	6
FC(F)(F)c1ccccc1CN1CCCC(N2CCN(c3ccccc3)CC2)C1 (stereo unspecified)
    2	6	-1	-1	2	0	-0.4	-6	-5	-9
CCCCOc1ccc(C2CC(=O)NC2=O)cc1 (stereo unspecified)
    -1	-7	0	0	8	1	0.4	2	2	2
CCc1ccc(C(=O)Nc2ccc3c(c2)n(C)c(=O)n3C)cc1
    0	-5	-1	1	3	2	-0.2	-5	-2	2
Cc1cc([N+](=O)[O-])nn1CCCC(=O)Nc1c(C)n(C)n(-c2ccccc2)c1=O
    -5	-4	1	2	-11	0	0.1	-4	3	7

(list continues)
Results follow in this order: MBD2 DNA inh	ARFGAP1 inh	UHRF1 MBD2 ctr	ADAM17 inh	ASAP1 GAP inh	PLCg1 inh	proKLK7 act	PLCb3 inh	Tn6 DDE FP	DDE Tn7 FP inh
COc1ccc(-c2ccc(-c3noc(-c4ccc(OC)c(OC)c4)n3)c(OC)n2)cc1
    -1	-18	2	-5	2	-4	-1.6	-8	-4	-4
COc1cc(/C=C/C(=O)O)cc(S(=O)(=O)Nc2ccc3nc(SC)sc3c2)c1OC
    2	1	0	-6	15	-3	0.1	-4	-2	-5
Cc1cc(C(=O)O)ccc1-c1ccc(CO)o1
    1	-2	1	-38	10	-7	-0.2	-22	-2	-5
O=C(O)C(Cc1ccc(O)c([N+](=O)[O-])c1)N1C(=O)c2ccccc2C1=O (stereo unspecified)
    7	12	5	-3	3	0	0.4	1	1	1
Cn1cnc(C(=O)NCc2ccccc2)c1C(=O)NCc1ccccc1
    2	1	-2	-1	2	1	0.0	1	-3	6
O=C(Nc1ccc(Cl)cc1Cl)c1csc(-c2cccnc2)n1
    0	3	-1	-3	13	0	0.7	-7	4	2
Cc1nnc(SCC(=O)Nc2ccc(N3CCOCC3)cc2)o1
    -6	-5	1	-3	10	0	0.2	1	-10	-10
Cc1nnc(C)n1/N=C/c1ccc(-c2ccccc2Cl)o1
    5	-9	3	-6	-6	0	-0.1	-5	1	2
COC(=O)c1cc(=O)nc2scc(C)n12
    2	0	0	-6	-13	-9	0.8	-15	-8	0
C[C@@H]1CN([C@H](C)CO)C(=O)c2cccc(NS(=O)(=O)c3cccs3)c2O[C@H]1CN(C)Cc1ccccc1
    3	-4	-1	-4	-1	-1	-0.8	0	-7	4
O=C(NNC(=O)c1ccncc1)Nc1ccc(N=Nc2ccccc2)cc1
    -2	-13	0	8	10	12*	-0.4	0	-5	4
COc1ccc(/C=N/NC(=O)c2ccc(F)cc2)cc1CN1CCc2cc(OC)c(OC)cc2C1C (stereo unspecified)
    0	5	-1	-4	7	-5	0.7	-17	7	0
Cc1ccc(OCC(O)CN2CCCC2)cc1 (stereo unspecified)
    0	6	0	2	12	4	0.2	-1	8	-4
C[C@H]1CCC/C=C/C(=O)c2c(O)cc(O)cc2CC(=O)O1
    1	/	1	4	/	-3	0.4	-5	-8	-3
CSCC(C)N1CCC(n2nccc2NC(=O)CCCc2ccccc2)CC1 (stereo unspecified)
    10	-3	1	-3	5	4	-0.5	-18	-7	8
Cc1ncc(CN2CCC(CO)(CCc3ccccc3)CC2)s1
    1	9	6	-4	-8	1	-0.4	2	3	2
CSc1nn2c(C(F)(F)F)cc(C(F)(F)F)nc2c1C(=O)O
    -7	-1	-3	-1	-2	2	0.6	-6	-1	1
C=CCNC(=O)C1CC(c2cccc(OC)c2)=NO1 (stereo unspecified)
    -6	-3	0	2	0	3	0.5	3	-5	2
COc1ccccc1CNC(=O)c1ccc2c(=O)n(CCCN3CCCC3=O)c(=S)[nH]c2c1
    -1	1	-1	-2	-5	-2	0.2	-2	-4	3
ON=C1/C(=N\O)CC2(C/C1=N/O)OCCO2
    -6	-4	-4	-2	-2	6	0.7	2	7	-6

Continuation.
Results follow in this order: MBD2 DNA inh	ARFGAP1 inh	UHRF1 MBD2 ctr	ADAM17 inh	ASAP1 GAP inh	PLCg1 inh	proKLK7 act	PLCb3 inh	Tn6 DDE FP	DDE Tn7 FP inh
Cc1ccc(C(=O)N2CCC2(C)C(=O)NC(C)C)cc1 (stereo unspecified)
    1	5	0	-4	-8	-1	0.3	1	-1	4
C[C@H]1COC(=O)[C@H](Cc2ccc(F)cc2)C/C=C\C[C@H](CC(=O)NCCO)C(=O)N1
    -4	5	4	1	-4	4	0.0	5	-4	-4
O=C(/C=C/c1ccc(Br)cc1)NC(=O)c1ccccc1O
    -2	-1	0	1	-7	-6	-0.8	-11	1	4
Cc1cc(-n2c(SCc3ccccc3F)nc3n[nH]c(C)c3c2=N)ccc1Cl
    -8	12	0	4	12	-10	-3.5	-26	-4	-11
Cc1ccc(C(=O)OC(C)C(=O)Nc2ccc(S(N)(=O)=O)cc2)cc1S(=O)(=O)N1CCOCC1 (stereo unspecified)
    2	-3	-2	-2	-15	-3	-0.2	-6	-5	-3
CCN(CC)S(=O)(=O)c1ccc(C)c(NS(=O)(=O)c2cc(/C=C/C(=O)O)cc(OC)c2OC)c1
    2	-1	-4	-7	0	0	0.1	-6	4	-1
CCOc1cc(/C=N/n2nnnc2N)ccc1OCc1c(C)no[n+]1[O-]
    1	0	0	-7	-1	-4	-0.1	-7	6	-1
C=CCn1c(SCC(=O)NCC2CCCO2)nc2scc(-c3ccccc3)c2c1=O (stereo unspecified)
    -3	-2	-2	-2	1	-1	-0.3	-5	0	5
CCOC(=O)CSc1nc(N)c(C#N)c(-c2cccs2)c1C#N
    1	3	-3	-4	-2	-44	-0.8	-50	-2	6
Nc1c(Cl)cc(C2=NCCn3nc4cc(C(F)(F)F)ccc4c32)cc1Cl
    -1	11	0	5	15	-43	-2.5	-65	2	-10
Cc1ccsc1-c1nc(C(N)=O)c2[nH]c(=O)n(-c3ccc(Cl)cc3)c2n1
    -7	3	2	-8	3	-11	-2.5	-13	-2	-9
CCN(CC(=O)Nc1ccccc1C(=O)NC1CC1)Cc1cccs1
    7	-4	1	-4	-3	-1	0.8	-4	0	-2
CCCCN1C[C@H](Cc2ccccc2)[C@@H](CC(=O)Nc2ccccc2)C1=O
    2	4	1	-2	-9	5	0.1	2	1	3
C=CCN1C(=O)C(CC(=O)Nc2ccc(OCC)cc2)N(Cc2ccccn2)C1=S (stereo unspecified)
    4	-4	0	-3	0	0	0.2	1	-6	-2
O=C(NCC1CCCO1)C1CCC(=O)N1Cc1ccc(F)cc1 (stereo unspecified)
    -5	-4	-4	-7	0	-2	0.1	2	-3	-3
Cc1ccc(-n2c(C)nnc2SCC(=O)N(C)C2CCS(=O)(=O)C2)cc1 (stereo unspecified)
    -4	-4	-1	-8	6	1	-0.2	-1	9	2
CC1=CC(C)(C)N2C(=O)C3(NCCc4c3[nH]c3ccccc43)c3cc(C)cc1c32 (stereo unspecified)
    -3	-5	1	5	-1	3	-0.1	-5	-10	-3
CCOc1cccc(CN2CCCC(C(=O)c3cccc(C(F)(F)F)c3)C2)c1O (stereo unspecified)
    -4	4	0	1	-2	-2	0.8	0	2	-2

Full records, quoted from the list. Order of values: MBD2 DNA inh, ARFGAP1 inh, UHRF1 MBD2 ctr, ADAM17 inh, ASAP1 GAP inh, PLCg1 inh, proKLK7 act, PLCb3 inh, Tn6 DDE FP, DDE Tn7 FP inh
Cc1ccc(C)c(NC(=O)CCc2c(C)nn(-c3ccc(N4CCCCC4)nn3)c2C)c1 is entered as -11, 9, -5, 1, -1, -5, 0.5, -7, 2, 10
ON=C1/C(=N\O)CC2(C/C1=N/O)OCCO2 is entered as -6, -4, -4, -2, -2, 6, 0.7, 2, 7, -6
